TRPC6 inhibitor = mouse TRPC6 channel inhibitors, primary screen, cell-based, HEK293, membrane potential dye; Short transient receptor potential channel 6 (Mus musculus), Q61143; ACh-evoked depolarization; hits give low values; B-score at 10 µM; 310,000 compounds, 1.1% hits;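 active = B-score under library mean minus 3 SD, initial fluorescence not abnormally high, positive integrated signal ratio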;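 note: B-score derived from integrated fluorescence ratio over the kinetic read; more negative B-score means stronger inhibition of depolarization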
Target sequence (Q61143 whole entry, looked up): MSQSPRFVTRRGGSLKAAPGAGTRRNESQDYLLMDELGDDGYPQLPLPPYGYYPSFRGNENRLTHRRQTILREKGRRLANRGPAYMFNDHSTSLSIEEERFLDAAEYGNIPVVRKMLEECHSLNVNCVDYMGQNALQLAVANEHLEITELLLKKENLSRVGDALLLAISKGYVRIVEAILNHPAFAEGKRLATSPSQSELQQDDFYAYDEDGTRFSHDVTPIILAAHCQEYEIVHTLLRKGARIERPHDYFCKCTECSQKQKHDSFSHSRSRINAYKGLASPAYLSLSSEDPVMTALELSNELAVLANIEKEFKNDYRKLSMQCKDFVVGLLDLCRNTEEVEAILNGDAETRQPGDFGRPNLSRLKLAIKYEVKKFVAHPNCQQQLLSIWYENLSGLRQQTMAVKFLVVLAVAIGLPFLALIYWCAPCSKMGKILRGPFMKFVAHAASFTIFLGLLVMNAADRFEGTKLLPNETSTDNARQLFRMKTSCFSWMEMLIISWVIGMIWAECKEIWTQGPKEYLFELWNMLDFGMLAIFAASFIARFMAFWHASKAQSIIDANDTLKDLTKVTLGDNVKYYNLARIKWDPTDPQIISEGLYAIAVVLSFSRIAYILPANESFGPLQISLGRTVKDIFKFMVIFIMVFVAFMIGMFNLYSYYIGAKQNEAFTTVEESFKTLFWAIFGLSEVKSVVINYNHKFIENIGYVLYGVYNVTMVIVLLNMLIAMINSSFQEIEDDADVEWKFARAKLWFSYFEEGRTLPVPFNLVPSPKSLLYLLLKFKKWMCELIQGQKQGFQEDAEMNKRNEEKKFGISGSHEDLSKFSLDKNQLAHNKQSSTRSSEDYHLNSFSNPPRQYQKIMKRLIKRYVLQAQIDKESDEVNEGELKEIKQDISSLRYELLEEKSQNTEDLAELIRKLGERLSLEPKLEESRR
RGS4 inh = RGS4 inhibitors, primary screen, cell-based, HEK293 M3R inducible RGS4, calcium flux. Regulator of G-protein signaling 4 (Homo sapiens), P49798. Fluo-4 calcium flux; hits give high values; triggered by carbachol at its EC20. B-score at 10 µM. 310,000 compounds, 0.45% hits. AID 463165, 2010;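 active = B-score, a plate-corrected calcium signal, over three deviations above library mean, with baseline fluorescence within five deviations of library mean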;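 note: RGS4 expression induced by doxycycline in cells with stable M3 receptor; B-score is computed from the integrated fluorescence ratio over baseline after carbachol; higher B-score means a larger calcium signal and so more RGS4 inhibition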
HIF act = HIF pathway transcriptional activators, primary screen, cell-based, U2OS HRE-luciferase, luminescence. U2OS HRE-luciferase reporter; normalized: DMSO 0%, desferrioxamine 100%. activation, % at 7.5 µM (by protocol). 300,000 compounds, 0.32% hits. AID 1910, 2009;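 active = mean activation of at least 10% of the iron chelator positive control signal, with at least half of replicates also reaching 10%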
RGS4 act = RGS4 potentiators or activators, primary screen, cell-based, HEK293 M3R inducible RGS4, calcium flux; carbachol calcium flux Fluo4; hits give low values; B-score at 10 µM; 310,000 compounds, 0.92% hits;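 active = B-score of the integrated calcium signal more than 4 SD below the library mean, with starting fluorescence not abnormally high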;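 note: negative B-score means reduced calcium response which marks RGS4 activation or potentiation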
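test system = M3R-expressing HEK293 line, RGS4 induced by doxycycline | probe or stimulus = carbachol at ECmax as muscarinic agonist stimulus | timing = dye loading 30 min 37 °C, buffer rest 30 min RT | signal = calcium dye Fluo4 fluorescence | evaluation = B score from integrated fluorescence ratio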
TRPC4 inh = inhibitors of mouse TRPC4 channel, primary screen, Fluo4 calcium, HEK293 TRPC4beta/mu-opioid cells; Short transient receptor potential channel 4 (Mus musculus), Q9QUQ5; DAMGO-evoked Fluo4 calcium flux; hits give low values; B-score at 10 µM; 300,000 compounds, 0.39% hits;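 active = B-score over 3 SD under the library average, no early fluorescence shift, positive overall ratio signal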
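Test system – stable TRPC4beta/mu-opioid receptor HEK293 cells · Probe or stimulus – DAMGO, a submaximal dose followed by a maximal one · Dosing – one concentration per compound · Signal – Fluo4 calcium fluorescence by kinetic imaging, 5 s 1 Hz baseline · Evaluation – per-well B score of integrated baseline-normalized Fluo4 ratio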
MrgX1 antagonist = antagonists of human MrgX1 receptor, primary screen, HEK293 cells, Fluo-4 calcium flux. Mas-related G-protein coupled receptor member X1 (Homo sapiens), Q96LB2. BAM8-22 antagonism; hits give low values. B-score at 10 µM. 310,000 compounds, 1.3% hits;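 active = calcium-response B-score plate-corrected more than 3 library SD below zero, starting fluorescence within 5 deviations, no agonist response on first addition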;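 note: peak minus trough fluorescence over baseline after final BAM8-22 challenge near maximal dose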
Platelet DG rel = inhibitors of platelet dense granule secretion, primary screen, cell-based, MLPCN, human platelets; inhibition, %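 (compounds screened at 7.5 µM in platelet-rich plasma)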; AID 1663, 2009; human platelet-rich plasma, SFLLRN dense granule ATP release, luminescence; 300,000 compounds, 0.22% hits;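 active = mean replicate score, as percent of positive control, at or above 50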
MrgX1 allo act = positive allosteric modulators of MrgX1, primary screen, HEK293 cells, Fluo-4 calcium flux | FDSS; hits give high values | B-score at 10 µM | 310,000 compounds, 0.63% hits | AID 588675, 2011;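 active = plate-corrected calcium response at least 3 library SD above typical, normal starting fluorescence, not activating the receptor alone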;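 note: compound read alongside a low EC10 to EC30 dose of BAM8-22 agonist; peak minus trough fluorescence over baseline measured at the second addition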
MrgX1 agonist = agonists of human MrgX1 receptor, primary screen, HEK293 cells, Fluo-4 calcium flux; Fluo-4 calcium fluorescence, agonist mode; hits give high values; B-score at 10 µM; 310,000 compounds, 0.44% hits; AID 588627, 2011;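 active = calcium response B-score plate-corrected fluorescence ratio at least 3 library SD, with starting fluorescence B-score inside 5 SD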
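Material: HEK293 cells stably expressing human MrgX1 receptor | Quantity: 15,000 cells per well | Times: Cells plated overnight, dye loaded 0.5 h 37 °C, 0.5 h room temperature | Measured by: Kinetic Fluo-4 NW fluorescence of intracellular calcium | Control set: Positive and negative controls per plate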
SKKanGAS inh = S. pyogenes SKKanGAS growth inhibitors in kanamycin, primary screen, streptokinase expression inhibitor project, SKKanGAS strain, BacTiter-Glo luminescence. inhibition, % at 7.5 µM. AID 1662, 2009. 300,000 compounds, 1.3% hits. 6 h;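 active = mean replicate score, as percent of positive control median, at least 50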;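 note: strain carries kanamycin resistance gene driven by streptokinase promoter and grows in 40 µg/ml kanamycin; loss of luminescence reflects streptokinase promoter inhibition or plain growth inhibition; 0% = median of DMSO wells and 100% = positive control at its reference dose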
TRPC6 activator = mouse TRPC6 channel activators, primary screen, cell-based, HEK293, membrane potential dye. B-score at 10 µM. 310,000 compounds, 0.13% hits. Short transient receptor potential channel 6 (Mus musculus), Q61143. HEK293-TRPC6 membrane potential dye fluorescence; hits give high values. AID 2550, 2010;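 active = B-score of the integrated fluorescence ratio above library mean plus 3 SD, and starting fluorescence ratio within library mean plus 5 SD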;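 note: higher score means more depolarization so channel activation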
Starred values were filed as active, the others as inactive; i = inactive; x = no result given.

SMILES	TRPC6 inhibitor	RGS4 inh	HIF act	RGS4 act	TRPC4 inh	MrgX1 antagonist	Platelet DG rel	MrgX1 allo act	MrgX1 agonist	SKKanGAS inh	TRPC6 activator
O=C(O)CCC(=O)N1CCc2cc(S(=O)(=O)NC3CCCc4ccccc43)ccc21 (centres undefined)	i	i	0.1	i	i	i	-6.7	i	i	4.9	i
COc1ccc(S(=O)(=O)N2CCCCC2)cc1NC(=O)c1ccc2c(c1)OCO2	i	i	-0.7	i	i	i	-27.4	i	i	3.0	i
Cc1cccc(C(=O)NCCC(=O)Nc2nc(C)c(Cc3ccc4c(c3)OCO4)s2)c1	i	i	-0.2	i	i	i	-0.2	i	i	0.7	i
O=C(NCc1cccc(C(F)(F)F)c1)c1cc(Cl)cc(Cl)c1	i	i	-3.9	i	i	i	1.4	i	i	4.4	i
CC(=O)Nc1ccc(C(=O)NC(C)c2ccc(-n3ccnc3)cc2)cc1 (centres undefined)	i	i	-0.1	i	i	i	13.1	i	i	3.7	i
O=C(COc1ccccc1F)NNC(=O)Cc1ccc(S(=O)(=O)N2CCOCC2)s1	i	i	0.4	i	i	i	-1.5	i	i	6.0	i
Cc1cccc(N2CCN(C(=O)CCn3c(=S)[nH]c4cc5c(cc4c3=O)OCO5)CC2C)c1 (centres undefined)	i	i	-0.8	i	i	i	-1.8	i	i	20.8	i
COc1ccc(CSc2nnnn2-c2ccc(C(=O)O)cc2)cc1	i	i	0.0	i	i	i	5.1	i	i	-2.9	i
Cc1ccc2cc(C#N)c(SCC(=O)N3CCCC3)nc2c1	i	i	1.9	i	i	i	9.9	i	i	2.9	i
C/C(=N\NC(=O)CN1CCN(S(=O)(=O)c2ccc(C)cc2)CC1)c1cccnc1	i	i	-0.1	i	i	i	10.3	i	i	-0.5	i
O=C(NCCC1CCCCN1S(=O)(=O)c1ccc(Cl)cc1)C(=O)NCCN1CCOCC1 (centres undefined)	i	i	-1.6	i	i	i	-2.3	i	i	-9.4	i
O=C(NC1CC1)C1CCCN1S(=O)(=O)c1ccc2ccccc2c1 (centres undefined)	i	i	2.9	i	i	i	6.4	i	i	-0.3	i
Cc1ccc2c(c1)N(CC(=O)N1CCCCCC1)C(=O)C(C)O2 (centres undefined)	i	i	1.3	i	i	i	-1.7	i	i	-4.6	i
C=CCNC(=O)Nc1cc(Cl)ccc1OC	i	i	-0.5	i	i	i	-1.5	i	i	-3.2	i
O=C(COc1ccc(-c2ccccc2)cc1)N1CCN(C(=O)c2cccnc2)CC1	i	i	-0.1	i	i	i	-8.0	i	i	0.2	i
O=S(=O)(N1CCCCC1)N1CCCN(S(=O)(=O)N2CCCCC2)CC1	i	i	-0.6	i	i	i	-7.5	i	i	-1.2	i
CCN(CC)S(=O)(=O)c1ccc2nc(COC(=O)c3n[nH]c4ccccc34)[nH]c2c1	i	i	-0.2	i	i	i	-2.6	i	i	-28.7	i
CC(NC(=O)c1ccc(Br)cc1Br)c1ccccc1 (centres undefined)	i	i	0.3	i	i	i	-4.3	i	i	-9.9	i
CCOc1ccc(S(=O)(=O)N(C)c2ccc(OCC(=O)NCc3cccnc3)cc2)cc1	i	i	-0.2	i	i	i	-0.1	i	i	0.1	i
Cc1cc2oc(C(=O)Nc3nonc3C)c(C)c2cc1Cl	i	i	1.8	i	i	i	3.1	i	i	0.7	i
CCOC(=O)Nc1ccc2c(c1)nc1n2CCN(CCOC)C1	i	i	-1.3	i	i	i	7.0	i	i	1.7	i
CCOC(=O)N1CCN(Cc2nc3ccc([N+](=O)[O-])cc3c(=O)n2-c2ccccc2F)CC1	i	i	-0.4	i	i	i	0.4	i	i	-1.5	i
O=C1COc2ccc(C(=O)NC3CC3)cc2N1	i	i	-0.3	i	i	i	-2.6	i	i	-0.6	i
COc1ccc(C(CNC(=O)COc2ccc(C)c(C)c2)N2CCCCC2)cc1 (centres undefined)	i	i	-0.2	i	i	i	-3.6	i	i	-4.5	i
O=C(Cn1nnc2ccccc21)NC1CCCCC1	i	i	0.8	i	i	i	-2.2	i	i	3.6	i
O=C1/C(=C/c2ccc(F)cc2)SC(=S)N1CC(=O)N1CCCCC1c1cccnc1 (centres undefined)	i	i	0.0	i	i	i	-2.5	i	i	-3.1	i
CC(C)Cn1c(/C=N/Nc2nc3ccccc3[nH]2)nc2ccccc21	i	i	23.4*	i	i	x	-0.5	x	x	96.6*	i
Cc1sc2nc3c(SC(C)C(=O)O)cc(C(=O)c4ccccc4O)cn3c(=O)c2c1C (centres undefined)	i	i	-0.2	i	i	i	-38.7	i	i	13.8	i
CC(C(=O)N(C)c1ccccc1)N1CCN(C(=O)c2ccccc2)CC1 (centres undefined)	i	i	-2.2	i	i	i	-3.5	i	i	-3.3	i
Cc1ccc(S(=O)(=O)CC(N)=O)cc1	i	i	0.3	i	i	i	-0.7	i	i	-4.3	i
Cc1cc(C)cc(NC(=O)C2(c3ccccc3)CC2(Cl)Cl)c1 (centres undefined)	i	i	-0.9	i	i	i	-0.7	i	i	18.8	i
COc1ccc(Cl)cc1NC(=O)C/C(C)=N/NC(=O)CCc1ccccc1	i	i	0.0	i	i	i	-1.7	i	i	2.2	i
O=C(c1ccccc1)c1ccc(OC(=O)C2CCCCC2)cc1	i	i	1.1	i	i	i	-7.6	i	i	8.6	i
CC1CCCC(C)N1CCCNC(=O)Cn1c(=O)c2cccn2c2cccnc21 (centres undefined)	i	i	0.4	i	i	i	16.1	i	i	0.8	i
COCCC1CCCCN1Cc1cn(-c2ccccc2)nc1-c1ccc2c(c1)OCO2 (centres undefined)	i	i	0.9	i	i	i	1.5	i	i	0.5	i
COc1cc2c(cc1OC)CN(CC(=O)Nc1ccc(Cl)c(S(=O)(=O)N(C)C)c1)CC2	i	i	-0.2	i	i	i	-1.5	i	i	3.2	i
O=C(NC1CCCCC1)N1CCCC(c2nc(-c3cccs3)no2)C1 (centres undefined)	i	i	-0.4	i	i	i	-4.5	i	i	0.1	i
COc1ccccc1CNc1nc(S(=O)(=O)c2ccccc2)c(Cl)s1	i	i	-0.3	i	i	i	-12.2	i	i	-3.2	i
N/N=C1\CCCc2nonc21	i	i	-1.3	i	i	i	1.2	i	i	3.6	i
CCOC(=O)c1c(-c2ccccc2Cl)cn2ccccc12	i	i	-0.2	i	i	i	-0.6	i	i	13.1	i
COc1ccc(NC(=S)NCCCN2CCCC2)cc1Cl	i	i	-0.3	i	i	i	5.9	i	i	7.1	i
Cc1c(/C=N/NC(=O)c2ccc(O)cc2)c2ccccn2c1C(=O)c1ccc(F)cc1	i	i	0.4	i	i	i	-1.8	i	i	51.9*	i
Cc1cccc(C)c1NC(=O)CCCSc1nnc(-c2ccco2)o1	i	i	-0.1	i	i	i	-4.3	i	i	-1.5	i
COc1ccc2c(c1)C(=O)/C(=C/C=C/c1ccccc1)CC2	i	i	1.1	i	i	i	4.0	i	i	1.9	i
CCOC(=O)C1CCCN(Cc2nc(Cc3cccc(F)c3)no2)C1 (centres undefined)	i	i	-0.3	i	i	i	21.0	i	i	-10.6	i
Cc1ccc(N(CC(=O)NCc2ccco2)C(=O)CNS(=O)(=O)c2ccccc2)c(C)c1	i	i	-0.1	i	i	i	3.7	i	i	-2.5	i
Cc1ccc(NC2c3ncccc3C(=O)N2Cc2cccs2)cc1 (centres undefined)	i	i	-0.1	i	i	i	4.1	i	i	0.5	i
O=C(N/N=C/c1ccoc1)c1ccccc1O	i	i	-0.8	i	i	i	2.2	i	i	1.2	i
O=C1CNC(=S)N1C1CCCCCC1	i	i	-4.0	i	i	i	1.8	i	i	1.4	i
COc1ccc(CCNC(=O)CCCNC(=O)Cn2cnc3sc(C)c(C)c3c2=O)cc1OC	i	i	-0.3	i	i	i	-1.9	i	i	0.4	i
CCOCCCn1c(=S)[nH]c2cc(C(=O)N3CCC(C(N)=O)(N4CCCCC4)CC3)ccc2c1=O	i	i	-0.4	i	i	i	0.5	i	i	0.9	i
CCN1C(=O)[C@H]2[C@@H](c3ccc(-c4ccc5c(c4)OCO5)c(OC)c3)N[C@@](Cc3ccccc3)(C(=O)OC)[C@H]2C1=O	i	i	-0.1	i	i	i	0.3	i	i	13.1	i
O=C(CCn1c(=S)oc2ccccc21)N1CCN(c2ccc(F)cc2)CC1	i	i	-0.6	i	i	i	-2.2	i	i	5.2	i
CCOC(=O)c1ccc(NC(=O)c2nc[nH]c2C(=O)NC2CCN(C(=O)OC(C)(C)C)CC2)cc1	i	i	-0.1	i	i	i	1.3	i	i	34.6	i
CCC(Oc1cc(Cl)ccc1Cl)C(=O)NN1C(=O)C2C3CCC(C3=C(C)C)C2C1=O (centres undefined)	i	i	-1.5	i	i	i	-1.1	i	i	4.3	i
Cc1nn2c(=S)[nH]nc2[nH]c1=O	i	i	-0.1	i	i	i	10.1	i	i	7.5	i
COc1ccc(Oc2c(Cl)cnn(-c3ccc(C)cc3)c2=O)cc1	i	i	0.4	i	i	i	6.6	i	i	0.3	i
Cc1cccc(C)c1NC(=O)COc1ccc2c(C)c(Cc3ccccc3)c(=O)oc2c1C	i	i	0.0	i	i	i	-0.4	i	i	-8.3	i
Cc1ccc(C(=O)Nc2cccc(C(F)(F)F)c2)cc1NC(=O)c1nccnc1N	i	i	-0.4	i	i	i	-2.7	i	i	-10.6	i
Fc1ccc(CNc2ncnc3cc(Cl)ccc23)cc1	i	i	-2.2	i	i	i	3.8	i	i	9.5	i
Cc1sc2nc(CSC(C)C(=O)N3CCOCC3)[nH]c(=O)c2c1C (centres undefined)	i	i	-0.4	i	i	i	-18.7	i	i	-8.9	i

No enrichment for hits. Share with any hit: about 6.1%.
